Assay outcomes: PubChem BioAssay, NCI
Growth percent in the NCI-60 one-dose screen (48 h, 10 µM unless noted): 100 = growth as untreated, 0 = no growth, -100 = all killed.
K-562 – K-562 leukemia; 7.4% of 78,000 active; AID 1794777
HOP-92 – HOP-92 NSCLC cells | 6.3% of 71,000 active | AID 1794738
SR – SR leukemia cells; AID 1794780; 8.7% of 73,000 active
MOLT-4 – MOLT-4 leukemia cells; 6.9% of 80,000 active; AID 1794779
EKVX – EKVX NSCLC | 3% of 71,000 active | AID 1794765
CCRF-CEM – CCRF-CEM leukemia. 7% of 77,000 active
HOP-62 – HOP-62 NSCLC | 3.9% of 80,000 active | AID 1794735
RPMI-8226 – RPMI-8226 leukemia cells; 7.5% of 77,000 active
* = called active by the depositor; x = not tested or not shown; & = joins results of further samples. The calls were made as follows: active = growth percent below 10; inactive = the rest. A portion of the library (hit frequency here may not be typical).

A first look, 14 compounds:
[1] CC(=O)O[C@H]1CC[C@]2(C)[C@H]3CC[C@]4(C)[C@@H](OC(C)=O)CC[C@H]4[C@@H]3[C@@H](C)[C@]2(O)C1
[2] O=C1C(Cl)=C(Cl)C(=O)C1(Cl)Cl
[3] CCc1ccccc1N
[4] C/C(=N/OC(=O)N(C)C)c1cc(Cl)ccc1Cl
[5] NNC(=O)Nc1nn[nH]n1
[6] O=[N+]([O-])c1cc([N+](=O)[O-])c(Cl)cc1Cl
[7] Oc1c(Cl)cc(Cl)c2ccccc12
[8] CCOC(=O)C(C(C)=O)c1ccccc1 (stereo unspecified)
[9] CC(C(O)c1ccccc1)N(Cc1ccccc1)Cc1ccccc1 (stereo unspecified)
[10] O=C(CC1(O)C(=O)N(Cc2ccccc2)c2ccc(Cl)cc21)c1ccc(C(=O)NCC2CCC3(CC2)OOC2(CCCCC2)OO3)cc1 (stereo unspecified)

Screen / compound no.	1	2	3	4	5	6	7	8	9	10
K-562	85	93	88	104	103	-9.5*	112	94	78	-49*
HOP-92	108	103	x	107	128	-80*	x	x	85	-73*
SR	96	93	97	91	103	-31*	113	x	87	-44*
MOLT-4	88	86	96	90	105	-21*	113	86	72	-51*
EKVX	x	105	100	x	105	-57*	98	83	79	-71*
CCRF-CEM	93	99	102	92	101	-36*	152	106	86	-43*
HOP-62	105	110	100	96	98	-74*	89	100	88	-65*
RPMI-8226	100	103	x	98	103	-50*	154	98	90	-28*

[11] CN1C(=O)[C@]23C[C@H]4C(C)(C)[C@@]5(C[C@@]41CN2CC[C@@]3(C)O)C(=O)Nc1c5ccc2c1OC=CC(C)(C)O2
[12] COC(=O)[C@]1(C)CCC[C@]2(C)c3c(cc(C(C)C)c4c3[C@@H]3[C@@H]5OO[C@@H](O5)[C@@H]3[C@H](C)N4C(=O)C(F)(F)F)CC[C@@H]12
[13] ClCCN(CCCl)Cc1nc2cc3ccccc3cc2[nH]1
[14] COc1ccc(-n2c(=S)[nH]c3ccc(C)cc3c2=O)cc1

Screen / compound no.	11	12	13	14
K-562	104	67	90	106
HOP-92	89	x	x	x
SR	102	92	12	107
MOLT-4	107	66	45	107
EKVX	107	85	x	107
CCRF-CEM	99	62	x	97
HOP-62	106	89	96	90
RPMI-8226	104	65	91	97

The list itself, previewed entries included:
[1] CC(=O)O[C@H]1CC[C@]2(C)[C@H]3CC[C@]4(C)[C@@H](OC(C)=O)CC[C@H]4[C@@H]3[C@@H](C)[C@]2(O)C1
[2] O=C1C(Cl)=C(Cl)C(=O)C1(Cl)Cl
[3] CCc1ccccc1N
[4] C/C(=N/OC(=O)N(C)C)c1cc(Cl)ccc1Cl
[5] NNC(=O)Nc1nn[nH]n1
[6] O=[N+]([O-])c1cc([N+](=O)[O-])c(Cl)cc1Cl
[7] Oc1c(Cl)cc(Cl)c2ccccc12
[8] CCOC(=O)C(C(C)=O)c1ccccc1 (stereo unspecified)

Screen / compound no.	1	2	3	4	5	6	7	8
K-562	85	93	88	104	103	-9.5*	112	94
HOP-92	108	103	x	107	128	-80*	x	x
SR	96	93	97	91	103	-31*	113	x
MOLT-4	88	86	96	90	105	-21*	113	86
EKVX	x	105	100	x	105	-57*	98	83
CCRF-CEM	93	99	102	92	101	-36*	152	106
HOP-62	105	110	100	96	98	-74*	89	100
RPMI-8226	100	103	x	98	103	-50*	154	98

[9] CC(C(O)c1ccccc1)N(Cc1ccccc1)Cc1ccccc1 (stereo unspecified)
[10] O=C(CC1(O)C(=O)N(Cc2ccccc2)c2ccc(Cl)cc21)c1ccc(C(=O)NCC2CCC3(CC2)OOC2(CCCCC2)OO3)cc1 (stereo unspecified)
[11] CN1C(=O)[C@]23C[C@H]4C(C)(C)[C@@]5(C[C@@]41CN2CC[C@@]3(C)O)C(=O)Nc1c5ccc2c1OC=CC(C)(C)O2
[12] COC(=O)[C@]1(C)CCC[C@]2(C)c3c(cc(C(C)C)c4c3[C@@H]3[C@@H]5OO[C@@H](O5)[C@@H]3[C@H](C)N4C(=O)C(F)(F)F)CC[C@@H]12
[13] ClCCN(CCCl)Cc1nc2cc3ccccc3cc2[nH]1
[14] COc1ccc(-n2c(=S)[nH]c3ccc(C)cc3c2=O)cc1
[15] O=C(CN1CCOCC1)c1ccccc1
[16] S=c1nc2[se]c3c(c2c(Nc2ccc(Cl)cc2)[nH]1)CCCCC3

Screen / compound no.	9	10	11	12	13	14	15	16
K-562	78	-49*	104	67	90	106	102	92
HOP-92	85	-73*	89	x	x	x	x	98
SR	87	-44*	102	92	12	107	92	102
MOLT-4	72	-51*	107	66	45	107	98	96
EKVX	79	-71*	107	85	x	107	110	92
CCRF-CEM	86	-43*	99	62	x	97	100	99
HOP-62	88	-65*	106	89	96	90	102	99
RPMI-8226	90	-28*	104	65	91	97	102	115

[17] COC(=O)[C@H]1CN(C)[C@@H]2Cc3c[nH]c4cccc(c34)[C@]23C[C@H]13
[18] COc1ccc2c(c1)C1(C(=O)O)CC=CCC1(C(=O)O)C2 (stereo unspecified)
[19] CCC(C)(C)c1ccc(O)cc1
[20] CC(C)N(CC#CCO)CCO
[21] COc1ccc(Cn2c(Cl)c(C(=O)O)c3cc(OC)ccc32)cc1
[22] O=C(O)c1cc(Cl)ccc1Cl
[23] O=[As](O)(O)c1ccccc1[As](=O)(O)O
[24] COC1=C(Cl)C(=O)c2ccccc2C1=O

Screen / compound no.	17	18	19	20	21	22	23	24
K-562	82	117	101&100	112	97	106	107	55
HOP-92	x	106	102&95	94	59	97	96	98
SR	x	83	102&82	102	103	108	91	58
MOLT-4	110	93	99&112	107	107	96	x	48
EKVX	101	96	101&99	x	113	113	110	92
CCRF-CEM	94	98	110&100	101	78	105	110	60
HOP-62	102	x	94&89	96	94	102	110	96
RPMI-8226	99	x	112&98	103	76	109	109	75

[25] COc1cccc2c1cc([N+](=O)[O-])c1c(C(=O)O)cc3c(c12)OCO3
[26] CCOC(=O)CC1Oc2ccc3c(c2NC1=O)c(C(=O)OCC)c(C)n3Cc1ccccc1 (stereo unspecified)
[27] CC12CCC3C(CCC4=CC(=O)CCC43C)C1C/C(=C\c1ccc(OCC(=O)N3CCCC3)cc1)C2=O (stereo unspecified)
[28] CNC(=O)Oc1cc2c(cc1C(C)(C)C)CCC2
[29] CNc1ccc(C(=O)CC(O)CCC(C)C2OC(=O)CC(O)CC(=O)CC(O)CC(O)CC(O)CC(O)CC3(O)CC(O)C(C(=O)OC)C(CC(O[C@@H]4O[C@H](C)[C@@H](O)[C@H](N)[C@@H]4O)/C=C/C=C/C=C/C=C/C=C/C=C/C=C/C2C)O3)cc1 (stereo partly specified)
[30] CC(C)CCC(=O)O[C@H]1CC[C@H]2[C@@H]3CCC4=CC(=O)CC[C@]4(C)[C@H]3CC[C@]12C
[31] COC(=O)c1ccc(-n2cc(CCCN(CCNc3ccnc4cc(Cl)ccc34)C(=O)CCC(=O)O[C@@H]3O[C@@H]4OC5(C)CC[C@H]6[C@H](C)CC[C@@H]([C@H]3C)[C@@]46OO5)nn2)cc1
[32] CCSCCC(N)C(=O)O (stereo unspecified)

Screen / compound no.	25	26	27	28	29	30	31	32
K-562	68&98&74	58	44	95	34	98	5.6*	91
HOP-92	95&84	55	x	88	x	112	19	87
SR	76&106&28	70	51	82	-12*	91	-10*	91
MOLT-4	96&100&36	58	35	91	-14*	96	-14*	97
EKVX	111&97&84	88	69	102	-10.0*	74	49	213
CCRF-CEM	78&97&46	63	49	95	15	104	16	95
HOP-62	101&113&82	94	99	107	-26*	102	65	98
RPMI-8226	82&98&89	55	41	x	18	99	20	107

[33] CNC(=O)Oc1cccc(N(C)C)c1
[34] N#CCc1ccc(CC#N)cc1
[35] CCOP(=O)(OCC)/C(C#N)=C/c1ccc(OC)cc1
[36] O=[N+]([O-])c1cc([N+](=O)[O-])c(Nn2c3ccccc3c3ccccc32)c([N+](=O)[O-])c1
[37] CCOC(=O)CC(SP1(=S)OCC2(CCCCO2)C(C2CCCCO2)O1)C(=O)OCC (stereo unspecified)
[38] CC1C(c2ccccc2)N1C (stereo unspecified)
[39] C[C@]12CCC(=O)C[C@@H]1CC[C@@H]1[C@@H]2CC[C@]2(C)C(=O)CC[C@@H]12
[40] CCOC1=C(N2CC2)C(=O)C(OCC)=C(N2CC2)C1=O

Screen / compound no.	33	34	35	36	37	38	39	40
K-562	102	95	103	6.4*	107	94	111	114
HOP-92	x	3.8*	103	-28*	81	x	x	82
SR	103	98	x	1.5*	91	46	x	103
MOLT-4	107	100	99	0.9*	80	102	101	106
EKVX	x	98	100	6.2*	108	101	96	111
CCRF-CEM	x	100	102	-0.8*	94	110	115	96
HOP-62	101	88	102	-12*	89	103	108	97
RPMI-8226	101	99	103	-20*	x	99	123	115

[41] COC(=O)[C@@H](C)C[C@H](Cc1ccccc1)NC(=O)c1nc([C@@H](C[C@H](C(C)C)N(C)C(=O)[C@@H](NC(=O)[C@H]2CCCN2C)C(C)C)OC(C)=O)sc1C
[42] O=C(O)CSCC(=O)O
[43] CN(C)c1ccc(N)cc1
[44] Cc1cc(N(CCCl)CCCl)ccc1C=Nc1cccnc1
[45] CC(C)(C)c1ccc(OP(=O)(Oc2ccccc2)Oc2ccccc2)cc1
[46] Oc1cccc2cccnc12
[47] Cc1ccc(S(=O)(=O)n2cc([C@@]3(O)C[C@H](CI)OC3=O)c3ccccc32)cc1
[48] COC1=C[C@H]2[C@@H](C#N)CC3(C(=O)c4ccc(Br)cc4)C[C@H](C#N)[C@H](C1)N23 (stereo partly specified)

Screen / compound no.	41	42	43	44	45	46	47	48
K-562	9.3*	120	45&84	63	92	102&106&44	84	90
HOP-92	8.8*	85	42&98	45	82	89	59	98
SR	5.3*	115	34&99	44	95	58&105&40	105	91
MOLT-4	15	103	63&100	52	97	x	102	95
EKVX	45	106	32&96	104	100	103&110&93	91	99
CCRF-CEM	10	105	36&88	61	90	96&99&49	71	102
HOP-62	21	102	47&94	60	89	104&98&95	109	x
RPMI-8226	21	102	21&94	78	89	97&84	41	107
